From PubChem
PAFAH1B3 FP inh – inhibitors of human PAFAH1B3 | Q15102 | recombinant PAFAH1B3, FP-rhodamine probe, fluorescence polarization | inhibition, % at 3.39 µM | 340,000 tested, 0.28% active;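 active = inhibition above the screen-wide average of all tested compounds plus 3 SD, cut at about 25% in these data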;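 also: 0% = enzyme with DMSO only and 100% = wells lacking PAFAH1B3 protein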
Target sequence (Q15102 whole entry, looked up): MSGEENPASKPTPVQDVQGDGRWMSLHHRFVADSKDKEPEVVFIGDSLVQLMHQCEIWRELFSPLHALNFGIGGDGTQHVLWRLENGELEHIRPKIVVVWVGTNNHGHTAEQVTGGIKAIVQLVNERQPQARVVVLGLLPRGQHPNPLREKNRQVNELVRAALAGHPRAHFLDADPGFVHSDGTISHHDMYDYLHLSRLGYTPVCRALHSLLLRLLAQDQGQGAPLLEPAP
PAFAH2 FP inh – PAFAH2 (human) inhibition. 340,000 tested, 0.99% active. recombinant PAFAH2, FP-rhodamine activity probe, fluorescence polarization. AID 492956. inhibition, % at 3.39 µM;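 active = inhibition above the mean over all tested compounds plus 3 SD, cut at about 30% in these data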;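 also: inhibitors block probe labeling of enzyme so polarization drops; 0% = enzyme with DMSO and 100% = wells lacking PAFAH2 protein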
pPAFAH inh – inhibitors of human plasma PAF acetylhydrolase (pPAFAH); 330,000 tested, 1.5% active; inhibition, % at 3.39 µM; Q13093; recombinant pPAFAH, FP-rhodamine probe fluorescence polarization;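 active = inhibition above the mean inhibition across the screen plus 3 SD, cut at about 25% in these data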;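 also: inhibitors block binding of the rhodamine activity-based probe so polarization drops; 0% = enzyme with DMSO and 100% = wells lacking pPAFAH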
Target sequence (Q13093 whole entry, looked up): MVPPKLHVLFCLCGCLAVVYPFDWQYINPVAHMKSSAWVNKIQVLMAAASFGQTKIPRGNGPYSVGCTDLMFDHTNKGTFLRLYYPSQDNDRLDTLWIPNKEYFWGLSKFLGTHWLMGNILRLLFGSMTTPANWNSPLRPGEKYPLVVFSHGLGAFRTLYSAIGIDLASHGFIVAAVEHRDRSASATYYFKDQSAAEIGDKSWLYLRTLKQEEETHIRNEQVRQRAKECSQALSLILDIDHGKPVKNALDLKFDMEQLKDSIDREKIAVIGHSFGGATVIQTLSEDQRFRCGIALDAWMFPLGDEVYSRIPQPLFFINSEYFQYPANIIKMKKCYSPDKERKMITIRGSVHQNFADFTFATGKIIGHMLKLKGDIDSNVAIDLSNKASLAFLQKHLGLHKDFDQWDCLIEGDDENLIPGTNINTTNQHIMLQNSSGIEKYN
ZTA DNA inh – ZTA (EBV) inhibition in EBNA-1 counter-screen; ZTA-DNA binding, fluorescence polarization; P03206; inhibition, % at 11 µM; 320,000 tested, 0.15% active; in the data active = inhibition above about 33%
PREPL inh – human PREPL enzyme inhibition; Q4J6C6; recombinant PREPL, fluorescence polarization activity-based probe; inhibition, % at 5.96 µM; 320,000 tested, 0.68% active; in the data active = inhibition above about 43%;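 also: 0% = enzyme with DMSO and 100% = wells lacking enzyme; many of its hits are not listed in these tables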
LYPLA1 inh – blocks human lysophospholipase 1, a PME1 counter-screen. O75608. recombinant LYPLA1, FP-Rh probe fluorescence polarization. inhibition, % at 5.9 µM. 320,000 tested, 0.16% active. AID 2174;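 active = inhibition above the mean of all tested compounds plus 3 SD, set per campaign, cut at about 14% in these data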;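 also: inhibitors block serine hydrolase probe labeling of LYPLA1 so polarization falls; 0% = enzyme with DMSO and 100% = wells lacking LYPLA1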
EBNA-1 inh – blocks EBNA-1 binding to DNA; AID 1950; inhibition, % at 14.8 µM; 300,000 tested, 0.34% active; EBNA-1 DNA binding, fluorescence polarization; in the data active = inhibition above about 28%
PAFAH1B2 inh – blocks human PAF acetylhydrolase 1b catalytic subunit 2; recombinant PAFAH1B2, FP-rhodamine activity probe, fluorescence polarization; inhibition, % at 3.39 µM; 340,000 tested, 1.2% active; AID 492953;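 active = inhibition above the mean of all tested compounds plus 3 SD, cut at about 24% in these data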;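 also: 0% = enzyme with DMSO and 100% = wells lacking PAFAH1B2; many of its hits are not listed in these tables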
Target sequence (P68402 whole entry, looked up): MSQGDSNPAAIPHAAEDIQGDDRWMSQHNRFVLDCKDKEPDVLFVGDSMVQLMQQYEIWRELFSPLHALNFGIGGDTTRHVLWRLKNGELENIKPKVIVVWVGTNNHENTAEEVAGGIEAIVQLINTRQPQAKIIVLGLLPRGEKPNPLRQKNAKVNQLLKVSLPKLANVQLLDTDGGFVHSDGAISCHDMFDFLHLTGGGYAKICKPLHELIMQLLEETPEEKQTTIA
LYPLA2 inh – blocks human lysophospholipase 2, a PME1 counter-screen. O95372. recombinant LYPLA2, FP-Rh probe fluorescence polarization. inhibition, % at 5.9 µM. 320,000 tested, 0.38% active;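 active = inhibition above the screen-wide mean plus 3 SD, limit set per campaign, cut at about 26% in these data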;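 also: 0% = LYPLA2 with DMSO and 100% = wells lacking LYPLA2 enzyme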
Starred values were filed as active, the others as inactive; . = not tested or not shown.

Molecule	PAFAH1B3 FP inh	PAFAH2 FP inh	pPAFAH inh	ZTA DNA inh	PREPL inh	LYPLA1 inh	EBNA-1 inh	PAFAH1B2 inh	LYPLA2 inh
CC(OC(=O)c1c[nH]c2ccccc12)C(=O)N1CCCC1 (stereo not given)	6	1	3	-3	-1	1	.	4	4
CCOc1ccc(OCCSc2ccc(S(=O)(=O)N3CCN(C)CC3)cn2)cc1	5	-1	-3	14	41	1	.	4	6
Cc1ccc(CNC(=O)C2COc3ccccc3O2)cc1 (stereo not given)	2	-4	3	5	-6	-5	-12	4	2
CCP(=O)(c1ccccc1)C(C)(C)O (stereo not given)	7	0	-2	-1	2	-1	-9	6	-5
Nc1nc(-c2ccc3ccccc3c2)cs1	0	6	6	-8	20	3	5	5	2
Cc1ccc(Oc2cc(NC(=O)CCCn3nc([N+](=O)[O-])c(Cl)c3C)cc([N+](=O)[O-])c2)cc1	-2	-11	5	9	2	-3	-3	4	-8
O=C(NCc1ccccn1)c1cc(-n2cnnc2)ccc1Cl	2	0	8	3	0	-3	-4	2	2
CCc1cccc(CC)c1NC(=O)C1CCN(C(=O)c2ccco2)CC1	0	-7	4	15	0	1	12	0	3
Cc1ccc(SSc2cc(C)ccc2N)c(N)c1	-3	11	4	-4	-13	0	12	11	1
C=CCNc1nc2c(c(=O)n(C)c(=O)n2C)n1CCCCCC	0	2	5	-9	3	1	-4	2	0
Cn1cc(C(=O)N2CCN(c3ccccc3)CC2)c(=O)c2cc(S(=O)(=O)N3CCCC3)ccc21	-2	6	2	-9	14	5	-1	1	16
O=C(COc1ccccc1)Nc1nnc(-c2ccc3c(c2)CCCC3)o1	7	3	23	3	0	0	6	11	-1

Rewritten with values under each structure: 3 of the compounds above
Value order: PAFAH1B3 FP inh, PAFAH2 FP inh, pPAFAH inh, ZTA DNA inh, PREPL inh, LYPLA1 inh, EBNA-1 inh, PAFAH1B2 inh, LYPLA2 inh
> CCc1cccc(CC)c1NC(=O)C1CCN(C(=O)c2ccco2)CC1
  0, -7, 4, 15, 0, 1, 12, 0, 3
> Cc1ccc(SSc2cc(C)ccc2N)c(N)c1
  -3, 11, 4, -4, -13, 0, 12, 11, 1
> C=CCNc1nc2c(c(=O)n(C)c(=O)n2C)n1CCCCCC
  0, 2, 5, -9, 3, 1, -4, 2, 0

Additional entries follow.
Molecule	PAFAH1B3 FP inh	PAFAH2 FP inh	pPAFAH inh	ZTA DNA inh	PREPL inh	LYPLA1 inh	EBNA-1 inh	PAFAH1B2 inh	LYPLA2 inh
CSCCC(NC(=O)COc1ccccc1)C(=O)N(C)Cc1cccc(F)c1 (stereo not given)	11	2	2	24	4	-1	.	12	-1
O=C(NC1CCCCC1)C(c1ccccc1F)N(Cc1ccco1)C(=O)Cn1nnc2ccccc21 (stereo not given)	11	0	8	5	-3	2	5	4	2
c1ccc(OCc2nnc3n2CCCCC3)cc1	-1	-2	-6	-21	14	1	-5	0	0
Nc1nc(F)cc(N2CCCCCC2)n1	10	4	4	-11	0	-2	-2	5	6
N#C/C(=C\c1ccc(Sc2ccccc2)o1)c1nc2ccccc2[nH]1	4	-2	8	20	16	-10	22	6	-2
O=C(Cc1ccccc1)NNC1CC(=O)N(c2ccccc2)C1=O (stereo not given)	-1	-1	-2	17	0	2	-4	4	-2
O=C(NCc1ccc(F)cc1)C1CC(=O)N(CCc2ccccc2)C1 (stereo not given)	6	7	-4	4	-3	-1	-4	-1	11
COc1ccc(OC)c(Nc2c3ccccc3nc3ccccc23)c1	6	1	16	-15	34	5	0	5	11
O=C(CN1C(=O)NC2(CCCC2)C1=O)c1ccc(Cl)s1	6	-10	4	2	14	3	3	6	7
Cc1ccc(-c2nnc(SCC(=O)NNC(=O)COc3cccc4ccccc34)n2C)cc1	.	.	1	-8	3	5	1	.	5
COC(=O)c1c(C)[nH]c(C(=O)CN2C(=O)NC3(CCOc4ccccc43)C2=O)c1C (stereo not given)	9	0	-6	-5	8	-8	.	3	2
COc1ccc(C2=CC(=O)C[C@H](c3ccc(OC)cc3)C2)cc1	8	4	1	-4	3	0	.	1	14

More results:
Molecule	PAFAH1B3 FP inh	PAFAH2 FP inh	pPAFAH inh	ZTA DNA inh	PREPL inh	LYPLA1 inh	EBNA-1 inh	PAFAH1B2 inh	LYPLA2 inh
Cc1ccc(NC(=O)COc2ccccc2C(=O)NCCN(C)C)cc1	.	.	-7	2	7	3	-10	.	3
CCOc1ccccc1CNCCNC(=O)c1nonc1N	1	-1	4	6	-7	-1	5	6	3
O=C1N(CCCN2C(=O)C3(OCCO3)c3ccccc32)c2ccccc2C12OCCO2	7	-5	-1	-23	-17	-1	-9	1	0
COc1ccccc1/C=C1\SC(=S)N(CCC(=O)Nc2cc(C)on2)C1=O	3	-11	6	16	-5	-3	3	-2	-8
C=CCNC(=O)C1CCN(c2cc(C)nc(-c3ccccc3)n2)CC1	7	4	2	11	5	4	6	7	2
CC(C)Cc1nnc(NC(=O)c2ccc3c(c2)OCCO3)s1	4	3	3	1	2	-5	.	2	-9
COC(=O)c1ccc(OC(=O)CCN2C(=O)C3C4c5ccccc5C(c5ccccc54)C3C2=O)cc1 (stereo not given)	0	-3	8	-17	18	-1	10	6	-1
C[C@H](NCCc1ccc(O)cc1)[C@H](O)c1ccc(O)cc1	2	0	4	15	-28	2	5	1	1
COc1ccccc1NCc1ccc([N+](=O)[O-])s1	0	0	-1	4	-3	-1	2	0	1
O=c1c2ccccc2cnn1-c1ccc(Cl)nn1	9	-1	3	0	3	2	5	7	2
Cc1oc2c(c(C)cc3oc(=O)c(CC(=O)NCCCO)c(C)c32)c1C	0	4	4	4	-5	-2	-3	-6	15
COc1ccc(C(=O)OCC(=O)N2CCCCCC2)cc1S(=O)(=O)N1CCOCC1	6	17	2	13	3	-2	.	8	-3

Later entries
Molecule	PAFAH1B3 FP inh	PAFAH2 FP inh	pPAFAH inh	ZTA DNA inh	PREPL inh	LYPLA1 inh	EBNA-1 inh	PAFAH1B2 inh	LYPLA2 inh
CC1CCCN(C(=O)c2ccc3c(=O)n(C4CCCC4)c(=S)[nH]c3c2)C1 (stereo not given)	-3	4	2	-5	1	1	-4	1	-1
COC(=O)c1ccccc1NC(=O)CSc1nnnn1C	0	1	2	3	6	-2	-6	-1	-2
CCOC(=O)C1CCN(C(=O)CCc2c(C)nc3cc(-c4ccccc4)nn3c2C)CC1	0	0	-10	0	-8	1	-11	9	5
CN1C(=O)C(C)(C)N(C(=O)c2cccc([N+](=O)[O-])c2)c2ccccc21	9	-3	1	2	-5	2	15	6	-1
CC(C)Oc1ccc(C(CC(=O)O)NC(=O)Cc2ccccc2)cc1 (stereo not given)	2	-6	3	2	-4	1	3	7	-4
COc1ccc(Nc2c3c(c(C#N)c4nc5ccccc5n24)CCC3)cc1	5	9	3	-17	26	4	3	2	8
COc1ccccc1/C=C/C=N/N1CCN(Cc2ccccc2)CC1	1	-1	3	-4	10	19*	1	-1	16
CCOc1ccc(S(=O)(=O)Nc2ccc(C(=O)N3CCC3)cc2)cc1	2	6	2	5	8	1	10	3	-1
O=C(N/N=C/C(Br)=C/c1ccccc1)NC1CCCCC1	9	-4	25	-7	10	-3	2	-4	3
COc1cccc(NC(=O)CSc2nc(=O)n(CCN(C)C)c3c2CCCC3)c1	-2	-1	3	2	-9	-3	-2	-2	-4
Cc1ccc(C(=O)Nc2ccc(N3CCOCC3)nc2N2CCOCC2)cc1	7	-3	4	8	15	0	0	8	5
COc1ccc(-c2c(C)n([O-])c3c([n+]2=O)CCCCC3)cc1OC	-4	5	4	-11	-4	3	4	0	3

(next part)
Molecule	PAFAH1B3 FP inh	PAFAH2 FP inh	pPAFAH inh	ZTA DNA inh	PREPL inh	LYPLA1 inh	EBNA-1 inh	PAFAH1B2 inh	LYPLA2 inh
O=C(CN1CCCCC1)Nc1ccc(Br)cc1[N+](=O)[O-]	3	8	2	-9	4	-4	-5	-1	3
O=[N+]([O-])c1ccc2c(c1)c1ccccc1n2CCO	.	.	5	7	0	-2	-9	.	0
NC(=O)C1CCN(c2oc(-c3cccs3)nc2S(=O)(=O)c2ccc(Cl)cc2)CC1	12	0	0	.	8	.	.	2	.
Cc1c(NC(=O)NC2CCCCC2)cccc1[N+](=O)[O-]	4	-2	-3	0	14	1	-7	5	3
N#Cc1c(SCc2ccccc2)sc(C(=O)c2ccccc2)c1N	10	3	-1	14	-3	0	7	0	-1
O=C(NNC(=O)c1cccs1)c1ccc(F)cc1	7	-7	-1	-11	17	-4	-17	6	-6
CC(CCc1ccccc1)NC(=O)COC(=O)c1ccc(NC(N)=O)cc1 (stereo not given)	4	67*	0	-16	-23	-5	4	6	-14
Cc1ccc(CN(C(=O)c2csnn2)C(C(=O)NC2CCCC2)c2ccccn2)cc1 (stereo not given)	-3	2	-4	-9	11	1	-6	6	-4
COc1ccccc1S(=O)Cc1ccc(C(=O)O)o1 (stereo not given)	-3	-5	-4	-1	1	0	-4	-1	0
O=C1C(=O)c2ccccc2C([O-])=C1[n+]1ccccc1	7	3	7	-15	-2	3	0	1	10
O=C(Nc1nnc(COc2ccc(F)cc2)s1)Nc1ccccc1F	.	.	-1	4	22	0	7	.	2
COc1ccccc1-n1nnnc1SCc1ccccc1	6	1	8	14	-23	-5	-1	-4	-8

(cont.)
Molecule	PAFAH1B3 FP inh	PAFAH2 FP inh	pPAFAH inh	ZTA DNA inh	PREPL inh	LYPLA1 inh	EBNA-1 inh	PAFAH1B2 inh	LYPLA2 inh
O=C(Cn1c2ccccc2c(=O)c2ccccc21)N/N=C/c1ccc(N2CCCC2)c([N+](=O)[O-])c1	7	9	5	9	1	-1	-6	5	3
N=c1c(C(=O)NCc2ccc3c(c2)OCO3)cc2c(=O)n3ccccc3nc2n1CC1CCCO1 (stereo not given)	9	2	6	-1	43	1	0	3	5
COc1ccc(/C=C(\C#N)c2n[nH]c(Cn3cncn3)n2)cc1	.	.	-2	-3	17	-2	-1	.	-2
CC(=O)c1ccc(NC(=O)c2cc(-c3cccs3)on2)cc1	3	8	2	-2	2	-3	-1	3	-5
O=C(Nc1ccc(S(=O)(=O)Nc2ncccn2)cc1)c1ccc(F)c(S(=O)(=O)N2CCOCC2)c1	0	-6	-1	-7	8	2	-1	-3	4
C=C(C)CN(CC)c1ccc(N2C(=O)CCCC2=O)cc1[N+](=O)[O-]	6	-6	2	6	18	-4	14	8	4

Only part of the results is shown; count on the stated rates, not on these rows.
